TAAR1 ag: human TAAR1 agonism. Q96RJ0. CHO RD-HGA16 TAAR1, Fluo-8 calcium fluorescence; vehicle wells 0%, saturating PEA agonist 100%. activation, % at 3 µM. actives 0.99% (n = 360,000). AID 624467;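 active means activation above the mean activation of all test compounds in the run plus 3 SD, cut at about 38% in these data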
Target sequence (Q96RJ0 whole entry, looked up): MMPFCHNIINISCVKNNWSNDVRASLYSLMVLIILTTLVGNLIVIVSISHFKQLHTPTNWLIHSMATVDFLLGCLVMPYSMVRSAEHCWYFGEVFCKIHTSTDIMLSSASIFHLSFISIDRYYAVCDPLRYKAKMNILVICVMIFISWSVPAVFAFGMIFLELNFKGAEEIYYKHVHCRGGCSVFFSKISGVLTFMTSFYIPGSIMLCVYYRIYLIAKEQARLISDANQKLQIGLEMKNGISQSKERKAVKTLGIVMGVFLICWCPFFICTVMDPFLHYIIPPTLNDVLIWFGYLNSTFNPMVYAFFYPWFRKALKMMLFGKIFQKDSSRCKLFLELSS
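test system = CHO RD-HGA16 cells carrying human TAAR1 plus Gα16 | schedule = 17-24 h seeding, 75 min 37 °C dye, 30 min RT | compound dosing = 3 µM single concentration | control set = DMSO and PEA EC100 | replicates = n 1 | signal = Fluo-8 fluorescence, 5 s baseline then 140 s kinetic read | measure = percent activation vs PEA EC100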
CHRM5 agonist: agonists of human muscarinic M5 receptor (CHRM5); P08912; activation, % at 3 µM; CHO-K1 hM5 cells, Fluo-8 calcium fluorescence; 0% DMSO wells, 100% maximal acetylcholine response; actives 0.19% (n = 360,000);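 active means activation above the run's mean over test compounds plus 3 SD, cut at about 23% in these data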;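 further: signal is peak over basal fluorescence ratio across the kinetic read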
M4 ag: agonists of human muscarinic M4 receptor (CHRM4). AID 624127. P08173. CHO-K1 hM4/Gqi5, Fluo-8 calcium fluorescence; vehicle 0%, full acetylcholine response 100%. activation, % at 3 µM. actives 0.14% (n = 360,000);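 active means activation above the run mean over all test wells plus 3 SD, cut at about 32% in these data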;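 further: peak over basal fluorescence ratio per well then scaled between controls; 0% = DMSO wells and 100% = acetylcholine at EC100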
M1 PAM: potentiates human M1 receptor response to acetylcholine | activation, % at 3 µM | CHO-K1 hM1, Fluo-8 calcium fluorescence, ACh EC20; 0% = ACh EC20, 100% = maximal ACh | actives 0.088% (n = 360,000) | AID 588819 | P11229; in the data active means activation above about 19%, passing the limit was not always enough
Target sequence (P11229 whole entry, looked up): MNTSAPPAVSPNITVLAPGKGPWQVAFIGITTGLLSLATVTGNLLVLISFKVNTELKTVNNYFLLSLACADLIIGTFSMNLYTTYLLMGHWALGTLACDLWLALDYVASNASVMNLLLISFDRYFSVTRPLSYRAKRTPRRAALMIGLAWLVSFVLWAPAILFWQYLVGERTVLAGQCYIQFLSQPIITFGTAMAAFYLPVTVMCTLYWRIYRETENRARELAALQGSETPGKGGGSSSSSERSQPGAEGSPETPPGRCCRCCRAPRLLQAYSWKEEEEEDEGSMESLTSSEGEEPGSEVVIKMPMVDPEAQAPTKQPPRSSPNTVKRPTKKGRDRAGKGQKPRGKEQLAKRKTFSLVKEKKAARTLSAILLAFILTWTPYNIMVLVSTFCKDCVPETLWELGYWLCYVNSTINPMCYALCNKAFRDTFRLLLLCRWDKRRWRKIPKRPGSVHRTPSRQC
M1 ag: agonists of human M1 muscarinic receptor. P11229. CHO-K1 hM1, Fluo-8 calcium fluorescence, agonist mode; 0% DMSO, 100% acetylcholine EC100. activation, % at 3 µM. actives 0.33% (n = 360,000). AID 588814;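 active means activation above the run's mean compound activation plus 3 SD, cut at about 16% in these data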;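 further: peak over basal fluorescence ratio within a 140 s kinetic read after compound addition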
M4 antag: CHRM4 antagonism in calcium assay; CHO-hM4 cells, ACh EC80, Fluo-8 calcium fluorescence; inhibition, % at 3 µM; actives 0.73% (n = 360,000);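 active means inhibition above its plate's cutoff, the mean inhibition of sample wells plus 3 SD, cut at about 27% in these data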;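 further: 0% = acetylcholine EC80 with DMSO and 100% = DMSO without agonist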
M1 antag: human CHRM1 antagonism; P11229; CHO-K1 hM1, Fluo-8 calcium fluorescence, ACh EC80 antagonist; inhibition, % at 3 µM; actives 1.3% (n = 360,000); AID 588852;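 active means percent inhibition above its own plate's cutoff, namely the mean of that plate's compound wells plus 3 SD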;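 further: peak over basal fluorescence ratio during 140 s after agonist addition; 0% = ACh EC80 plus DMSO and 100% = DMSO alone without agonist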
M5 PAM: potentiates acetylcholine response at human M5 receptor; P08912; CHO-K1 hM5, Fluo-8 calcium, ACh EC20 PAM; 0% = ACh EC20, 100% = ACh EC100; activation, % at 3 µM; actives 0.3% (n = 360,000);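 active means activation above the run cutoff, the mean activation of all test compounds plus 3 SD, cut at about 18% in these data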
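Probe or stimulus: acetylcholine, EC20 level; Assay system: human M5 receptor in CHO-K1 cells; Schedule: compound preincubation 140 s before EC20 acetylcholine addition; Technique: intracellular calcium via Fluo-8 fluorescence; Dosing: single-point, 3 µM nominal; Read-out basis: percent activation from peak-over-basal fluorescence ratio, scaled EC20-to-EC100 acetylcholine; Repeats: one well per compound, no replicates.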
CHRM5 antagonist: CHRM5 antagonism in calcium assay; CHO-hM5 cells, Fluo-8 calcium fluorescence, ACh EC80; inhibition, % at 3 µM; actives 0.59% (n = 360,000); P08912;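 active means inhibition above a per-plate cutoff, the mean of that plate's test compounds plus 3 SD, cut at about 27% in these data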;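 further: 0% = acetylcholine EC80 with DMSO and 100% = DMSO without agonist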
Active calls of the source: *; . = not tested or not shown. This is a subset; rates above refer to the full screens.

SMILES,CHRM5 agonist,TAAR1 ag,CHRM5 antagonist,M5 PAM,M4 ag,M1 antag,M1 ag,M1 PAM,M4 antag
CCc1ccc(N(C(=O)c2snc(C(N)=O)c2N)C(C(=O)NC2CCCC2)c2ccncc2)cc1 (stereo unspecified),1.4,2.8,7.1,-9.0,7.9,-9.6,-5.4,3.0,2.8
CCc1ccc(NC(=O)C(NS(=O)(=O)c2ccc3c(c2)CCN3C(C)=O)C(C)C)cc1 (stereo unspecified),-5.9,2.9,-5.1,4.1,-0.2,-17.8,-2.7,14.3,5.3
COC(=O)c1ccc(CNC(=O)Cn2cnc3c(OCc4ccccc4)ncnc32)cc1,0.3,21.4,-5.7,1.6,1.0,4.8,0.3,-0.7,-2.6
O=C(C[n+]1ccc2ccccc2c1)c1cccc2ccccc12,-4.6,0.5,1.3,-3.0,1.5,1.8,-9.7,2.1,-1.1
CCC(C)[C@H]1CNC(=O)C(=O)N1CCCc1cc(OC)c(OC)c(OC)c1 (stereo partly specified),2.6,6.7,-3.4,5.3,-0.8,-6.0,-1.8,6.3,2.4
CCOCCCn1c(=S)[nH]c2cc(C(=O)NCc3ccc(F)cc3)ccc2c1=O,0.2,2.4,2.8,7.9,0.3,-17.6,1.4,13.2,-2.6
CCc1nnc(NC(=O)Nc2ccccc2OC)s1,3.7,7.8,6.1,-8.2,-0.4,-0.5,1.5,1.9,2.6
Cc1ccc2nc(COC(=O)c3cnccn3)cc(=O)n2c1,3.1,3.3,0.6,6.3,-0.2,-11.0,-4.5,11.9,-4.3
c1cn(CCCNc2ncnc3sc4c(c23)CCC4)cn1,-5.8,6.8,-3.5,2.4,0.3,-11.7,-4.4,7.4,2.3
Cc1ccc(NC(=O)CN(C)C(=O)COC(=O)c2nc3nccc(C)n3n2)cc1,4.4,20.3,1.6,-2.2,0.8,1.9,-2.8,3.4,-0.3
CC(=O)N1c2ccc(S(=O)(=O)NCCC(=O)NCc3ccc(Cl)cc3)cc2CC1C (stereo unspecified),-0.8,3.3,15.0,-8.1,3.2,-0.7,-0.4,-1.7,0.4
COC(=O)c1ccc(Cn2nc(C)c([N+](=O)[O-])c2C)o1,1.3,10.0,3.1,1.3,0.5,-4.6,-2.2,-0.2,9.0
Cn1cnnc1SCC(=O)Nc1ccc(OCc2ccccc2)cc1,0.0,4.9,-0.7,4.0,1.8,4.4,-4.4,1.3,-0.3
Cc1ccc(S(=O)(=O)N2CCCC(C(=O)O)C2)s1 (stereo unspecified),1.2,1.1,-3.1,0.3,0.2,-13.5,-0.6,6.7,-13.9
COc1ccc2nc(N)sc2c1,-3.6,4.3,4.8,-6.7,0.5,-4.6,-4.8,4.2,-15.1
CSc1ccc(/C=C/C(=O)c2ccc(O)cc2)cc1,0.7,-1.5,1.2,-0.8,2.4,10.5,-5.2,-6.8,2.6
Cc1ccc(S(=O)(=O)N2CCOCC2)cc1C(=O)OCc1nnc(-c2ccccc2)o1,3.4,8.7,8.8,-9.7,13.9,-12.7,0.6,10.3,-4.9
CCc1ccccc1OCC(=O)Nc1nc(-c2cccnc2)cs1,-4.5,16.0,4.6,-1.3,15.4,-2.3,-2.7,-1.0,3.6
COc1ccc(NS(=O)(=O)c2cc3c4c(c2)CCN4C(=O)CC3)cc1OC,0.8,.,1.3,-4.9,3.1,1.0,1.3,4.2,-3.2
CNC(=O)N1c2ccccc2CCc2ccccc21,-1.0,2.5,0.3,2.8,0.0,-10.8,-2.3,3.5,-1.8
C=CCn1c(COc2ccc(F)cc2)nnc1SCC(=O)NC1CCCC1,4.0,0.5,0.0,3.4,1.5,6.4,-4.0,-1.1,3.9
O=C(c1ccc2c(c1)OCO2)N1CCN(c2ccc(F)cc2)CC1,0.3,5.1,-3.9,-0.1,1.2,-5.5,-3.9,8.9,7.0
O=C(COC(=O)Cn1cc(C(F)(F)F)ccc1=O)NCc1ccccc1,-3.0,0.3,-2.0,3.1,0.7,-6.2,-2.2,3.1,-2.3
CCn1nc(C(=O)OCC(=O)Nc2ncc(Cl)c(C)c2Cl)c2ccccc2c1=O,0.1,0.3,-3.1,-0.2,5.0,-6.5,-7.4,2.9,7.0
Cc1cccc(C)c1NC(=O)CN1C(=O)CCSc2ccc(S(=O)(=O)N3CCCC3)cc21,-4.7,-0.1,8.8,1.5,0.6,-6.3,-4.4,3.1,4.7
COc1ccc(-n2nnnc2C(c2ccnc3ccccc23)N2CCN(C/C=C/c3ccccc3)CC2)cc1 (stereo unspecified),-3.5,0.8,-0.4,1.5,1.4,-10.4,5.0,4.6,4.9
COc1ccc(C2CC(c3cccc([N+](=O)[O-])c3)=NN2/C(C)=C/C(C)=O)cc1 (stereo unspecified),-1.4,-0.8,0.3,-0.3,-0.3,-16.0,-6.0,-1.2,0.3
Cc1ccc(CNC(=O)C2CSC3(C)CCC(=O)N23)cc1 (stereo unspecified),0.8,-0.7,0.7,12.2,0.9,-13.1,-2.4,7.1,-6.7
COCCn1nnnc1C(c1cccs1)N1CCCC(C)C1 (stereo unspecified),-1.0,4.7,6.6,6.5,2.0,-24.5,-5.0,17.6,-3.2
O=C1Nc2ccccc2C1C(C[N+](=O)[O-])c1ccccc1 (stereo unspecified),-3.1,-1.2,2.8,-1.5,1.4,-5.2,-6.3,4.3,-1.8
Cc1cc(C(=O)N/N=C/c2cccnc2)c(C)o1,-4.0,1.5,0.2,-0.5,0.8,-17.0,-1.4,8.3,-10.0
O=C(Oc1ccc(C(=S)N2CCC(O)CC2)cc1)c1ccc(Cl)cc1,-0.9,4.0,17.8,4.3,9.7,4.1,-2.4,-1.0,4.1
Cc1ccccc1NC(=O)COC(=O)CCC(=O)c1cccs1,-2.5,0.2,-3.7,13.0,-0.2,-1.1,-4.7,2.5,10.3
Cc1cccc(NC(=S)Nc2ccc(N3CCOCC3)cc2)c1C,0.4,2.1,-13.5,1.4,0.6,-11.3,-1.9,6.5,-9.7
Cc1cc(OCc2cc(C(=O)N(Cc3nccn3C)C(C)C)no2)cc(C)c1Cl,-6.1,5.2,-8.7,-12.5,11.7,28.5,-0.7,-17.1,-8.6
CN(Cc1cccs1)C(=O)c1ccc(S(=O)(=O)NCc2ccco2)cc1,6.5,1.7,7.3,-7.0,1.5,-3.2,-2.8,5.5,-0.2
Cc1ccc(C(=O)N/N=C\C2CC=CCC2)cc1[N+](=O)[O-] (stereo unspecified),-4.8,0.4,5.4,-0.8,2.1,-0.2,-2.0,1.2,-3.7
O=c1[nH]cnc(O)c1Nc1cccc(Cl)c1,-0.5,2.1,0.0,6.5,0.3,-11.0,-3.8,4.1,-10.4
Cc1ccc(C)n1-c1ccc(C(=O)NCc2cccnc2)cc1,0.5,.,13.8,-6.5,17.4,26.6,-4.6,-13.6,4.8
COc1ccc(N2CCN(S(=O)(=O)c3cc(C)ccc3OC)CC2)cc1,0.8,4.9,-4.7,0.9,2.0,3.6,-3.6,-1.0,-6.2

Reprinted from the part before: 2 compounds, then new ones.
SMILES,CHRM5 agonist,TAAR1 ag,CHRM5 antagonist,M5 PAM,M4 ag,M1 antag,M1 ag,M1 PAM,M4 antag
Cc1ccc(C)n1-c1ccc(C(=O)NCc2cccnc2)cc1,0.5,.,13.8,-6.5,17.4,26.6,-4.6,-13.6,4.8
COc1ccc(N2CCN(S(=O)(=O)c3cc(C)ccc3OC)CC2)cc1,0.8,4.9,-4.7,0.9,2.0,3.6,-3.6,-1.0,-6.2
CC(C)(C)c1ccc(C(=O)NCCCn2ccnc2)cc1,-12.5,9.5,10.3,4.6,1.1,-0.3,-8.4,-2.1,-0.2
CCOc1ncccc1C(=O)NCc1ccccc1Cl,1.9,0.3,4.4,15.0,0.5,-2.1,2.1,6.9,6.9
CCN1CCN(C(=O)C23CCC(C)(C(=O)C2Br)C3(C)C)CC1 (stereo unspecified),-6.1,5.4,-5.9,12.0,1.4,-12.2,-5.9,6.3,-16.5
Cc1cc(C)cc(NC(=O)Cn2nnc(C(=O)NCc3ccco3)c2N)c1,-2.8,-0.3,12.1,-3.7,2.9,-20.1,0.2,12.3,1.1
Cn1c(SCC(=O)Nc2ccc3c(c2)OCCO3)nnc1-c1cccnc1,-0.8,-0.8,8.0,2.9,0.8,21.4,-4.8,-6.9,10.7
COCc1nc2oc3ccc(C)cc3c(=O)c2cc1C(=O)OC,-2.0,-0.2,9.2,-5.4,0.6,-5.9,-1.7,2.7,2.2
COc1ccc(NC(=O)C[C@H]2C(=O)N(CCc3ccccc3)C[C@@H]2Cc2ccccc2)cc1,0.4,1.8,0.8,-1.3,2.8,-4.5,-1.4,0.8,-3.1
CN(CCOc1ccc(Cl)cc1)C(=O)c1cc(-c2ccco2)nc2ccccc12,1.6,14.8,27.8*,-26.4,21.6,37.8*,-0.6,-10.9,19.0
O=C(O)C1C2CCC(O2)C1C(=O)Nc1ccc(F)cc1 (stereo unspecified),-3.7,7.8,35.5*,-13.5,2.9,1.4,-5.5,-3.5,0.1
Cc1sc(NC(=O)CN2CCOCC2)c(C(=O)c2ccccc2)c1C,-2.6,9.1,-4.4,9.4,-0.2,-6.0,-5.3,-3.3,-3.0
Cc1[nH]n2c(=O)c3c(nc2c1-c1ccccc1)CCC3,-1.4,14.6,-8.5,-1.0,-0.9,-39.0,0.4,5.1,-13.6

Source: PubChem BioAssay (The Scripps Research Institute Molecular Screening Center)
